RXFP1 agonist = activates the human relaxin receptor RXFP1 | Q9HBX9 | HEK293T-RXFP1 cAMP TR-FRET, 30 min; response scale: percent of porcine relaxin response, buffer zero | Potency, µM (top dose mostly 57.5 µM), for inactives: top-dose activation, hits mostly activators | 370,000 tested, 0.3% active | AID 2676; also: potency is read from the fitted curve at half-maximal effect; % is scaled to controls: 0 for no effect and ±100 for the full control effect; nearly all actives have a fitted effect of over 60% in size; many of its hits are not listed in these tables
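HEK293T cells stably expressing RXFP1 were pretreated with the PDE4 inhibitor Ro 20174, exposed to compounds for 30 min at 37C, lysed, and cAMP was read by TR-FRET. Data normalized to buffer (basal) and 29 nM porcine relaxin (100%).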
TRHR ag = agonists of human TRH receptor. TRHR cells, calcium flux fluo-8, FDSS agonist mode. activation, % at 2 µM. 360,000 tested, 0.18% active; in the data active = activation above about 30%; also: 0% is about no effect
Target sequence (P34981 whole entry, looked up): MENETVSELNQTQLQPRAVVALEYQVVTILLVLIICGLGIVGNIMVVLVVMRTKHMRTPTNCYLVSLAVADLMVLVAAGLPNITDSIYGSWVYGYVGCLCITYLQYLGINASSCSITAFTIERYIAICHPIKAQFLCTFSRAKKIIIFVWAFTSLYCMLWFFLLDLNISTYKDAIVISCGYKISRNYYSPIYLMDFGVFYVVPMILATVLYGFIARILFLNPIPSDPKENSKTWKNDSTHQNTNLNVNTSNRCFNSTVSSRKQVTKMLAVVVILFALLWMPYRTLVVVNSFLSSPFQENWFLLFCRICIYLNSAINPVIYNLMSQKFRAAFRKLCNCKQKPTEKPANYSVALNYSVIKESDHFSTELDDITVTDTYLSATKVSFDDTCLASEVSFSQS
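In this calcium-flux screen, cells bearing human TRHR are dye-loaded with fluo-8, baselined for 10 cycles, then exposed to library compounds; positive kinetic calcium responses during the agonist phase mark hits, with TRH as control.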
D2 PAM = positively modulates the human D2 dopamine receptor allosterically. P14416. HEK293 T-REx D2, calcium flux, EC20 dopamine potentiation. potentiation, % at 10 µM. 340,000 tested, 0.34% active;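 active = potentiation over 3 SD above the plate norm, cut at about 30% in these data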; also: 0% is about no effect
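Tetracycline-induced Hek293 Trex D2 cells, force-coupled to calcium, loaded with no-wash calcium dye. Compound added with 180 s kinetic read for agonism, then EC20 dopamine and a further 180 s read for potentiation.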
RXFP1 antag = antagonists of human relaxin receptor RXFP1 | Q9HBX9 | 350,000 tested, 0.59% active | AID 1259400 | HEK293-RXFP1, relaxin-stimulated cAMP HTRF, 30 min; stronger effect = lower value | activity change, negative = inhibition, % at 57.5 µM;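 active = activity change of -60% or lower, but not beyond a set lower limit; inconclusive = change between -60% and -40%, or beyond the set limit; inactive = change above -40%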; also: % is scaled to controls: 0 for no effect and ±100 for the full control effect
D1 antag = antagonists of human D1 dopamine receptor. P21728. activity change, negative = inhibition, % at 10 µM. HEK293 TREx D1 cells, calcium flux, dopamine EC80; stronger effect = lower value. AID 504652. 360,000 tested, 3.2% active; in the data active = activity change below about -30%; also: % is scaled to controls: 0 for no effect and ±100 for the full control effect
Target sequence (P21728 whole entry, looked up): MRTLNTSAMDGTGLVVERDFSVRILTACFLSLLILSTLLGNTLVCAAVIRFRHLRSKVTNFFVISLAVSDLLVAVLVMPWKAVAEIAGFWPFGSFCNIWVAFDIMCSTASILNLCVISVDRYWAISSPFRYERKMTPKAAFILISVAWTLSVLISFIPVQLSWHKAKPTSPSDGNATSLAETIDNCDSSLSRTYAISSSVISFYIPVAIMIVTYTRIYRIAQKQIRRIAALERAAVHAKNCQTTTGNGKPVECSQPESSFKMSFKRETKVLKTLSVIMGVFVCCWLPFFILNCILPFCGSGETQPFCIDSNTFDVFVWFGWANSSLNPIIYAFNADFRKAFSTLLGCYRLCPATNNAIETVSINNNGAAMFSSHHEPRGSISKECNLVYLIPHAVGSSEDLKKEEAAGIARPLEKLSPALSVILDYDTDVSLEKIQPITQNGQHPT
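Tetracycline-induced HEK293 T-REx cells with force-coupled D1 receptor were loaded with a no-wash calcium dye. Compound was added after a 10 s baseline and read kinetically for 180 s; EC80 dopamine was then added and calcium flux followed another 180 s.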
D1 PAM = human D1 dopamine receptor positive modulation; P21728; potentiation, % at 10 µM; HEK293 TREx D1 cells, calcium flux, dopamine EC20 potentiation; 360,000 tested, 0.036% active; in the data active = potentiation above about 30%; also: 0% is about no effect
Apoferritin bind = candidate novel general anesthetic via apoferritin binding; apoferritin/1-aminoanthracene competitive binding, fluorescence; Potency, µM (top dose mostly 77.5 µM), for the others: at the top dose activity change, negative = displacement, most hits filed as inhibitors; 350,000 tested, 0.074% active; AID 485281; also: potency is read from the fitted curve at half-maximal effect; % is scaled to controls: 0 for no effect and ±100 for the full control effect; nearly all actives have a fitted effect of over 20% in size
Target sequence (P02791 2-175 limits assumed): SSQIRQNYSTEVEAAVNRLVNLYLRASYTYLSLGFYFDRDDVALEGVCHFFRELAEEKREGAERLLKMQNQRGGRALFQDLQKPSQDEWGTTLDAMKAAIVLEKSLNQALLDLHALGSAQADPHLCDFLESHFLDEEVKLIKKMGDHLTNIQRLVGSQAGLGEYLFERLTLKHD
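Concentration-response curves derived by four-parameter Hill fitting of normalized fluorescence, where compounds displaced 1-AMA from 10 uM horse apoferritin following a brief 10 min room-temperature incubation; propofol titration acted as positive control.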
TRHR PAM = TRH receptor (human) allosteric enhancement. TRHR cells, fluo-8 calcium fluorescence, EC20 TRH enhancement. P34981. enhancement, % at 2 µM. 360,000 tested, 0.66% active; in the data active = enhancement above about 30%; also: 0% is about no effect
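Enhancer read-out: after compound pinning and an initial kinetic agonist-mode read, an EC20 of TRH (10 nM final) was injected and fluo-8 calcium signal (Ex 480/Em 530) followed at 1 s/cycle for 100 cycles in TRHR-expressing cells.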
D1 agonist = activates the human D1 dopamine receptor | HEK293 T-REx D1 cells, calcium flux, agonist mode | 360,000 tested, 1% active | P21728 | activation, % at 2 µM; in the data active = activation above about 30%; also: 0% is about no effect
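Inducible HEK293 T-REx D1 cells, force-coupled to calcium signalling, were plated at 4000 cells/well with tetracycline and held overnight at 30 C. After no-wash calcium dye loading, compound-evoked calcium rise over 180 s flagged agonists.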
Numbers without * were called inactive; ? = inconclusive; . = not tested or not shown; & = joins results of further samples; [ ] = another dose, or the depositor's remark. Unless noted, calls follow the shape of the dose curve; as a rule, active = well fitted curve in the direction sought with a large enough effect; inconclusive = small, poorly fitted or top-dose-only effect, or another doubt; inactive = no such curve, though single readings can be large; an effect the other way counts as inactive or inconclusive. Not all compounds are listed; the hit share may differ from the screen's.

SMILES | RXFP1 agonist | TRHR ag | D2 PAM | RXFP1 antag | D1 antag | D1 PAM | Apoferritin bind | TRHR PAM | D1 agonist
O=C(NCc1cccs1)C(=O)NCC1OCCCN1S(=O)(=O)c1ccc(F)cc1 (centres undefined) | 1.1% | -0.3 | -1 | -15 | -1 | -7 | -2% | -5 | -1
COc1ccc(C(=O)Nc2ccccc2-c2ccccc2)cc1Cl | -1.1% | -0.3 | -5 | 17 | 30 | -5 | -7% | 1 | 8
Clc1ccc(CSc2nnc([C@@H]3CCCN3)o2)cc1Cl | -0.3% | -0.3 | 7 | -4 | 7 | -4 | ? | 4 | 2
CCc1ccc(OCCCC(=O)Nc2ccc(S(=O)(=O)Nc3cc(C)nc(C)n3)cc2)cc1 | 0.2% | -0.8 | 9 | 2 | -9 | -4 | -8% | 11 | 8
O=C(CCN1C(=O)NC2(CCCC2)C1=O)Nc1ccc(-c2nc3ccccc3s2)cc1 | 4.1% | 0.8 | -10 | -34 | -11 | -6 | . | 1 | 13
C=CCN(C(=O)CNC(=O)c1ccco1)C(C(=O)NC1CCCCC1)c1ccc(F)cc1 (centres undefined) | -0.8% | 0.1 | -8 | -12 | -2 | 1 | -16% | 2 | 0
CCOc1ccc(Cn2nnc(C(=O)NCCc3ccccc3)c2N)cc1 | 1.8% | 0.1 | 4 | -5 | -10 | . | ? | 1 | 6
Cc1ccc(S(=O)(=O)/N=C(/Nc2cccc(C(=O)O)c2)c2ccccc2)cc1 | -1.6% | 0.6 | . | 4 | 28 | -6 | 4% | 2 | 1
COc1cc(C(CC(=O)N2CCCC2)c2c(OC)cc(OC)c3c(-c4ccccc4)cc(=O)oc23)cc(OC)c1OC (centres undefined) | 0.0% | -0.2 | -5 | . | -10 | -2 | -14%&-19% | -1 | 0
O=C(c1cc2c(s1)CCC2)N1C(=O)c2ccccc2S1(=O)=O | 10% | 0.2 | -5 | 17 | -18 | -12 | -5% | -4 | 2

Single entries from above.
Clc1ccc(CSc2nnc([C@@H]3CCCN3)o2)cc1Cl | D2 PAM: 7
O=C(c1cc2c(s1)CCC2)N1C(=O)c2ccccc2S1(=O)=O | TRHR PAM: -4

Entries of single compounds, quoted from the list.
Clc1ccc(CSc2nnc([C@@H]3CCCN3)o2)cc1Cl as listed: RXFP1 agonist = -0.3%; TRHR ag = -0.3; D2 PAM = 7; RXFP1 antag = -4; D1 antag = 7; D1 PAM = -4; Apoferritin bind = ?; TRHR PAM = 4; D1 agonist = 2
O=C(NCc1cccs1)C(=O)NCC1OCCCN1S(=O)(=O)c1ccc(F)cc1 (centres undefined) as listed: RXFP1 agonist = 1.1%; TRHR ag = -0.3; D2 PAM = -1; RXFP1 antag = -15; D1 antag = -1; D1 PAM = -7; Apoferritin bind = -2%; TRHR PAM = -5; D1 agonist = -1

New compounds follow:
SMILES | RXFP1 agonist | TRHR ag | D2 PAM | RXFP1 antag | D1 antag | D1 PAM | Apoferritin bind | TRHR PAM | D1 agonist
COc1ccc(CCNC(=O)C2CCN(c3nc4ccccc4nc3C(F)(F)F)CC2)c(OC)c1 | 27% | 0.1 | -1 | . | -9 | 0 | -5% | 2 | 2
CCOc1ccc(C(=O)c2cnc3ccc(Cl)cc3c2S(=O)(=O)c2ccc(C)cc2)cc1 | 2.5% | 0.1 | -6 | -7 | -8 | -4 | -14% | -8 | 1
CCNc1nc(NCC)n2c(SCc3nc4ccccc4c(=O)[nH]3)nnc2n1 | 2.2% | -0.2 | 24 | 0 | 10 | -3 | -6% | 3 | -3
CCOC(=O)Cc1[nH]nc2c1C(c1cc(OC)ccc1OC)C(C#N)=C(N)O2 (centres undefined) | 1.2% | 1.3 | 5 | -10 | 13 | -3 | -6% | 3 | 1
COc1ccccc1-c1noc(-c2ccccc2C(=O)Nc2ccccc2)n1 | 2.0% | -0.3 | 1 | 13 | 0 | 1 | -14% | -11 | 1
CC1CCN(S(=O)(=O)c2ccc3ncn(CC(=O)N4CCN(C)CC4)c(=O)c3c2)CC1 | 8.4% | -0.2 | 12 | -1 | 5 | -2 | -3% | 3 | 7
CCOC(=O)c1ccc(NC(=O)C2=C(C)C(=O)OC23CCN(C(C)=O)CC3)cc1 | -2.3% | 0.2 | -8 | -4 | -26 | 2 | -6% | 0 | -2
CCOc1ccccc1NC(=O)CCn1ccnc1 | -0.3% | -0.1 | 1 | 0 | -6 | 16 | 0% | 12 | 5
Cc1ccn2cc(CCNC(=O)C3CC=CCC3C(=O)O)nc2c1 (centres undefined) | -0.3% | -0.1 | 3 | -2 | -11 | 0 | -3% | 7 | 1
COC(=O)c1cc(C(=O)NCCC(C)C)cc([N+](=O)[O-])c1 | 1.0% | -0.6 | . | -15 | 3 | 4 | -11% | -4 | 1
Cc1ccc(NC(=O)C(C)OC(=O)c2ccc(NC(=O)CC#N)cc2)cc1S(=O)(=O)N1CCOCC1 (centres undefined) | -0.1% | 0.6 | -4 | -13 | 24 | 0 | . | 1 | 7
Cc1ccc(S(=O)(=O)CC(=O)Nc2sc3c(c2C#N)CCCC3)cc1 | 0.5% | -0.7 | 5 | 1 | . | 0 | 62%[activator] | -1 | 0
S=C(c1c[nH]c2ccccc12)N1CCOCC1 | -2.7% | -0.2 | -12 | 5 | -1 | 2 | -7% | -2 | 1
Clc1ccc(C2=C3CCCCn4c(-c5ccccc5)c[n+](c43)C2)cc1 | 0.2% | 1.9 | -3 | -5 | -14 | -3 | -21% | -7 | 3
N#CC1=C(SCC(=O)NC2CCCCC2)NC(=O)CC1c1ccco1 (centres undefined) | 0.0% | 0.2 | -13 | -2 | -5 | -17 | -4% | -23 | 3
COc1ccc(Cl)cc1NC(=O)C12CCC(C)(C(=O)O1)C2(C)C (centres undefined) | -0.2% | -0.8 | 0 | -6 | 3 | -1 | -18% | 0 | 4
COc1ccc(/C=N/N2C(=O)CN(C(=O)c3ccccc3)C2c2ccc(OC)cc2)cc1 (centres undefined) | 0.5% | -0.2 | -1 | 2 | -13 | -6 | -8% | -4 | 3
CCCC12CN3CC(C)(CN(C1)C3c1cn(CC)c3ccccc13)C2=O (centres undefined) | 0.8% | -1.4 | 10 | -17 | 6 | -1 | -5% | -4 | 6
O=C(O)c1ccc(N2CC3CC(C2)c2cccc(=O)n2C3)c(NC(=S)Nc2ccc(Cl)cc2Cl)c1 (centres undefined) | -0.2% | 0.0 | -1 | -10 | 6 | -4 | -9% | -3 | 1
Cc1nn(-c2ccccc2)c(C)c1/C=N\N1CCN(c2ccc(Cl)cc2)CC1 | -0.1% | -0.1 | -7 | -7 | -15 | -12 | -8% | 9 | 0
CC1CCN(Cc2c(C(=O)N/N=C/c3cccc(C(F)(F)F)c3)nnn2-c2nonc2N)CC1 | 0.6% | -0.4 | . | -30 | 22 | 11 | ? | 8 | 3
CCN(c1ccccc1)S(=O)(=O)c1cc(C(=O)Nc2cccc(Cl)c2)ccc1F | 0.2% | 1.0 | -12 | 8 | -17 | -6 | -4% | -5 | 8
Cc1ccc(S(=O)(=O)c2nc(-c3ccco3)oc2N2CCC(C)CC2)cc1 | -3.9% | 0.0 | 0 | -63* | 16 | 5 | -5% | 20 | 1
CC1Cc2cc(/C(O)=C3/C(=O)C(=O)N(CCCn4ccnc4)C3c3ccncc3)ccc2O1 (centres undefined) | 23% | 0.5 | -9 | 9 | -2 | 3 | -15% | -6 | 1
Cc1occc1C(=O)NNC(=O)c1nn(C)c(=O)c2ccccc12 | 6.3% | -0.4 | 31* | 5 | 5 | 5 | -7% | 5 | 3
COc1cc(NC(=S)NC(C)(C)C)c(OC)cc1Cl | 0.8% | -1.0 | -10 | -3 | 18 | -6 | -8% | -6 | 1
CCOC(=O)N1CCC(N2C(=O)c3ccccc3C2Nc2cc(Cl)c(OC)cc2OC)CC1 (centres undefined) | 8.5% | 0.1 | -7 | 5 | 8 | 0 | -4% | -4 | 0
CCOc1ccc(C(=O)Nc2ccc(S(=O)(=O)N3CCCCC3c3cccnc3)cc2)cc1 (centres undefined) | 1.2% | 0.1 | 1 | -35 | 12 | -3 | -7% | 1 | 3
COc1ccccc1C(=O)NC(=S)Nc1ccc(Cc2ccncc2)cc1 | 3.2% | 2.6 | -4 | -31 | 48 | 39* | 21% | -6 | 19
O=S(=O)(c1ccc(Cl)cc1)N1CCCC(C(F)(F)F)C1 (centres undefined) | -0.5% | -0.6 | 4 | -6 | -17 | -10 | -9% | -7 | 0
O=C1c2ccccc2C(=O)c2c1cccc2N1CCN(Cc2ccccc2)CC1 | -1.5% | 1.0 | -21 | -23 | 0 | 2 | -6% | -19 | 1
COc1ccccc1N1CCN(S(=O)(=O)/C=C/c2ccccc2)CC1 | 0.0% | 0.1 | -1 | -7 | -37* | -2 | -11% | -8 | 1
O=C(CSc1nnc(-c2ccc(O)cc2)o1)Nc1ccccc1Br | 2.3% | 0.1 | -1 | 16 | -6 | -1 | -4% | -1 | 2
Cc1cc(C)n(-c2nc3ccccc3nc2N2CCN(C(=O)c3ccc(F)cc3)CC2)n1 | -0.3% | -0.9 | 19 | -11 | 6 | -4 | 3% | -7 | 1
CC(=O)c1cccc(NC(=S)NC(=O)c2ccccc2C)c1 | -0.5% | 1.1 | 5 | -10 | 17 | 18 | -13% | 5 | 4
CC1SCC(=O)N(CC(=O)Nc2ccc3c(c2)OCO3)C1=O (centres undefined) | 0.0% | 0.1 | 20 | 11 | -9 | -2 | -15% | 4 | 1
Cc1noc(C)c1C(=O)OCC(=O)Nc1cccc(S(=O)(=O)N(C)C)c1 | 0.2% | 0.3 | 12 | -4 | 2 | 2 | -9% | 4 | 4
CC(=O)Nc1nc(CC(C)C)cc2c1c(=O)oc1ccccc12 | 0.3% | 0.4 | 8 | 1 | 4 | -5 | 5% | 16 | 0
COc1ccccc1NC(=O)N1CCN(c2ccc3nncn3n2)CC1 | 5.1% | -1.4 | 10 | . | 4 | -1 | -19% | -1 | 0
CCCc1nc2scc(-c3ccccc3)c2c(=O)n1N | -1.0% | 0.1 | -4 | 10 | -24 | -3 | 0% | 8 | 1
O=Cc1cccc(OC(=O)/C=C/c2ccco2)c1 | -0.1% | 0.2 | -5 | -14 | -5 | 1 | -16% | 1 | 2
COc1cccc(NC(=O)C2CC2(c2cccc(OC)c2)c2cccc(OC)c2)c1 (centres undefined) | 1.7% | 0.4 | -3 | 0 | 11 | -2 | -9% | -10 | 7
